Eya2 inh – inhibitors of human Eya2 phosphatase activity; hit rate 0.006% among 330,000; Potency, µM (doses to about 76.9 µM), inactives show at the highest dose activity, negative = inhibition, most hits filed as inhibitors; O00167; recombinant Eya2, OMFP fluorescence dephosphorylation (OMFP is methylfluorescein phosphate); also: potency is read from the fitted curve at half-maximal effect; % is scaled to controls: 0 for no effect and ±100 for the full control effect
Target sequence (O00167 whole entry, looked up): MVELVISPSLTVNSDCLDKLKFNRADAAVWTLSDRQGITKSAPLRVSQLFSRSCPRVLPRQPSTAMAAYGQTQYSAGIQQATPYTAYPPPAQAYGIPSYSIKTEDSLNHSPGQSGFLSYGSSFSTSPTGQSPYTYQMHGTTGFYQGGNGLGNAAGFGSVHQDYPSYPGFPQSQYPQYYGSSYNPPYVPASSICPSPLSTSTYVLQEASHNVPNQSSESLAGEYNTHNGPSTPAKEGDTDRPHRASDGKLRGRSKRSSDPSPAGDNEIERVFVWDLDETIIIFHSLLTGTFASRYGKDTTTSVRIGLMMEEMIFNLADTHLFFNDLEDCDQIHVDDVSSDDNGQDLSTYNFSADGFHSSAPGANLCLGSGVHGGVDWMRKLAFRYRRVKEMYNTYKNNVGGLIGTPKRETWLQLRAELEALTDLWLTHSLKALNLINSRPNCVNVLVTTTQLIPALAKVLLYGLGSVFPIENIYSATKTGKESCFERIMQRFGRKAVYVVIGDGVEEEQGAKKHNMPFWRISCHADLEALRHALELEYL
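Eya2 protein (added as 0.2 uM solution) was preincubated with compound for 10 min at ambient temperature in 50 mM HEPES pH 7.5, 50 mM NaCl, 5 uM MgCl2, 0.05% BSA, 1 mM DTT. OMFP (added at 50 uM) then reacted 10 min; fluorescence read at 485/525 nm.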
B2AR arrestin – beta2AR (human) beta-arrestin recruitment activity | beta-arrestin recruitment to beta2AR, cell-based reporter | AID 492947 | hit rate 0.02% among 330,000 | Potency, µM (titrated, usually from 46.1 µM), inactives show top-dose activation, most hits filed as activators;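 also: potency is read from the fitted curve at half-maximal effect; 0% = DMSO controls and full agonism = EC100 isoproterenol or metaproterenol; nearly all actives have a fitted effect of over 65% in size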
uPA surface inh – inhibitors of cell surface uPA generation | cell surface uPA generation assay, qHTS | Potency, µM (top dose mostly 38.3 µM), for inactives: at the top dose activity change, negative = inhibition, most hits filed as inhibitors | hit rate 0.31% among 330,000 | AID 540303; active = well fitted inhibition curve with a large enough effect; inconclusive = small, poorly fitted or top-dose-only effect; inactive = no such curve, though single readings can be large or run the other way; tested in mouse RAW 264.7 cells; also: potency is read from the fitted curve at half-maximal effect; % is scaled to controls: 0 for no effect and ±100 for the full control effect; nearly all actives have a fitted effect of over 55% in size
Tb PFK block – inhibitors of T. brucei phosphofructokinase | hit rate 0.17% among 330,000 | Potency, µM (top dose mostly 57.5 µM), inactives show at the highest dose activity, negative = inhibition, most hits filed as inhibitors | T. brucei PFK, ADP-Glo luminescence | AID 485367 | O15648;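 also: potency is read from the fitted curve at half-maximal effect; 0% = uninhibited 1x PFK enzyme wells and -100% = no-enzyme wells; nearly all actives have a fitted effect of over 60% in size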
Target sequence (O15648 whole entry, looked up): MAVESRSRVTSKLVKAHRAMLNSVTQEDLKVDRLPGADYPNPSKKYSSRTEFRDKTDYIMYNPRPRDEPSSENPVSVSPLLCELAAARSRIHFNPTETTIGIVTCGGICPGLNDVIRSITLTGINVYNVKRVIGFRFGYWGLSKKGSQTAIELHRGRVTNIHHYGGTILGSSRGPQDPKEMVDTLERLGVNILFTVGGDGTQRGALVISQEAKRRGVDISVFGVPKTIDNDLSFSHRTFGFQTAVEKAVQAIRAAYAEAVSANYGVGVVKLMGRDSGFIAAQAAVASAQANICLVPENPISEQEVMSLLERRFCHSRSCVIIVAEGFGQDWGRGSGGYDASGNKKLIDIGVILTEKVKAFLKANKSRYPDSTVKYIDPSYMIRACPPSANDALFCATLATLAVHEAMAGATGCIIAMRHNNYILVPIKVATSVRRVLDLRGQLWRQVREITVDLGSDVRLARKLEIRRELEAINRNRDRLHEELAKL
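Luminescent ADP detection (ADP-Glo, two-step: ATP depletion then ADP-to-ATP conversion for luciferase) reported PFK activity after 45 min room-temperature reaction of 1.25 nM enzyme with 0.5 mM F6P and 0.1 mM ATP at pH 8.0.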
ELG1 repair inh – blocks ELG1-dependent DNA repair in HEK293T cells. HEK293T ELG1-luciferase reporter, luminescence, 16 h; DNA damage induced by 5-fluorouridine. Potency, µM (titrated, usually from 46.1 µM), for inactives: at the highest dose activity change, negative = inhibition, actives largely listed as inhibitors. hit rate 2.3% among 330,000. AID 504467; also: potency is read from the fitted curve at half-maximal effect; % is scaled to controls: 0 for no effect and ±100 for the full control effect; nearly all actives have a fitted effect of over 55% in size
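Luminescence from the luciferase reporter, measured 30 min after ONE-Glo reagent at room temperature, was the read-out. Beforehand, 2,000 cells per well were exposed for 16 hr at 37 °C to 5-fluorouridine together with compound or vehicle.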
USP2a inh – inhibitors of human ubiquitin-specific protease USP2a. USP2 core, Ub-CHOP2 coupled fluorogenic reporter, 485/531. hit rate 0.01% among 330,000. Potency, µM (top dose mostly 38.3 µM), inactives show top-dose activity change, negative = inhibition, most hits filed as inhibitors;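 also: potency is read from the fitted curve at half-maximal effect; plate controls were DMSO wells for no effect and full inhibition by NEM control for full effect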
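Cell-free coupled assay: 10nM USP2 core preincubated 30min RT with compound in Tris-HCl pH 8.0/CaCl2/CHAPS buffer, then 25nM Ub-CHOP2 and 25nM reporter substrate; fluorescence (Ex 485/Em 531) read after 60min RT, normalized to NEM inhibition, concentration-response curves fitted.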
TCR activator – activates T cell receptor signaling; AID 504894; primary human leukocytes, anti-CD3, IL-2 HTRF, 48 h; 330,000 tested, under 10 active; Potency, µM (top dose mostly 9.22 µM), for inactives: at the highest dose activation of IL-2 secretion, actives largely listed as activators; also: % of control where 0% means no effect
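Primary human leukocytes were stimulated with a-CD3 beads plus compounds for 48 hr without co-stimulation; secreted IL-2 was quantified by HTRF using a-IL-2-K (europium cryptate) and a-IL-2-d2, excited at 320nm with acceptor emission read at 665nm.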
TSHR antag – blocks TSH signaling through the human TSH receptor; P16473; TSHR-expressing cells, TSH-stimulated cAMP HTRF, 2 h; hits give low values; activity change, negative = inhibition, % at 11.5 µM; hit rate 0.2% among 330,000; AID 504810;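 active = activity change below a set negative limit, meaning inhibition stronger than a set level, cut at about -70% in these data; inconclusive = activity change between two set negative limits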; also: % is scaled to controls: 0 for no effect and ±100 for the full control effect
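Cell-based HTRF cAMP assay; TSHR cells + compound, TSH EC80 (4nM final), 2 h, 37 deg C. Lysis with anti-cAMP cryptate and cAMP-d2, 30 min RT, read 665/620 nm.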
TSG101-PTAP inh – blocks PTAP/TSG101 interaction to inhibit HIV-1 budding; Q99816; Fluorescence polarization, FITC-PTAP peptide / Tsg101 binding; Potency, µM (top dose mostly 115 µM), inactives show at the top dose activity change, negative = inhibition, actives largely listed as inhibitors; 340,000 tested, under 10 active; active = well fitted inhibition curve with a large enough effect in the main read-out, with a control signal flat, not every such curve was filed as active; inconclusive = small, poorly fitted or top-dose-only effect, or effect the other way, or a change in a side signal; inactive = no such curve, though single readings can be large or run the other way; also: potency is read from the fitted curve at half-maximal effect; % of control where 0% means no effect
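FP read-out: FITC-PTAP peptide, 50 nM final, binding Tsg101 binding domain, 10 uM final; 20 min, r.t.; 10 mM HEPES pH 7.5, 0.15 M NaCl, 0.01% Tween 20, 3 mM EDTA, 0.1 mM TCEP.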
Mito fusion yeast – blocks mitochondrial division or promotes mitochondrial fusion; S. cerevisiae fusion-defective mutant growth rescue, CellTiterGlo 48 h; Potency, µM (doses to about 46.1 µM), inactives show at the top dose growth rescue (activation), actives largely listed as activators; hit rate 0.23% among 320,000;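 also: potency is read from the fitted curve at half-maximal effect; % of control where 0% means no effect; nearly all actives have a fitted effect of over 45% in size; temperature-sensitive fusion mutants such as fzo1-1 at 37 °C on non-fermentable ethanol glycerol medium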
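S. cerevisiae fusion-defective temperature-sensitive mutants (e.g. fzo1-1, mgm1-5) grown 48 h at 37C in YPEG (ethanol/glycerol non-fermentable) medium with 23 nl compound per well; growth rescue read as CellTiterGlo luminescence.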
BCR signal inh – inhibitors of chronic active B-cell receptor signaling. ABC-DLBCL IkBa-CBG/CBR reporter, luminescence ratio, 4 h. Potency, µM (highest dose often 46.1 µM), inactives show at the top dose ratio change, negative = lower green/red ratio, hits mostly inhibitors. hit rate 0.05% among 340,000. AID 493014; active = well fitted inhibition curve with a large enough effect in the signal ratio, with a control signal flat, not every such curve was filed as active; inconclusive = small, poorly fitted or top-dose-only effect, or effect the other way, or a change in a side signal; the % refers to the signal ratio;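 also: potency is read from the fitted curve at half-maximal effect; plate controls were basal doxycycline-induced cells for no effect and cells given 10 µM MG132 for full effect; MG132 reads +100%, hits lower the ratio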
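Cell line TMD8 (human ABC DLBCL), stably expressing tet-inducible CBG68-IkBa fusion and CBR; IMDM/0.5% FBS; cpd up to 46 uM; dox induction, 4 h, 37C/5% CO2; dual luminescence; green/red ratio; MG132 control.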
Active calls of the source: *; ? = inconclusive; · = no result given; [ ] = dose if it differs, or a comment. Unless noted, calls follow the shape of the dose curve; as a rule, active = well fitted curve in the direction sought with a large enough effect; inconclusive = small, poorly fitted or top-dose-only effect, or another doubt; inactive = no such curve, though single readings can be large; an effect the other way counts as inactive or inconclusive.

SMILES	Eya2 inh	B2AR arrestin	uPA surface inh	Tb PFK block	ELG1 repair inh	USP2a inh	TCR activator	TSHR antag	TSG101-PTAP inh	Mito fusion yeast	BCR signal inh
O=c1cc(-c2ccccc2)c2cc(Cl)ccc2[nH]1	4%	0.1%	-29%	3%	2%	5%	3%	-11	-4%	6%	?
CCOC(=O)C1=C(C)NC2=C(C(=O)CCC2)C1c1cc(OC)ccc1OC (stereo unspecified)	0%	-0.1%	2%	-3%	6%	2%	-2%	10	0%	-1%	-3%
CCn1nnnc1SCC(=O)NCc1ccc2c(c1)OCO2	5%	-0.4%	1%	0%	?	1%	0%[46.1 µM]	1	-1%	-2%	-6%
Cc1cccc(C(=O)OCC(=O)N2CCCCCC2)c1C	-22%	-0.3%	-3%	3%	?	-1%	13%	1	-5%	·	0%
CC(C)(C)NC(=S)NCC1CC1	15%	0.6%	7%	-2%	-23%	2%	2%	-3	1%	1%	-3%
Cc1cccc(C(=O)NNC(=O)c2ccc(-c3ccccc3)cc2)c1	8%	0.3%	2%	-15%	2%	3%	4%	10	-3%	1%	-19%
CC(=O)COc1ccc2c(-c3cccc([N+](=O)[O-])c3)cc(=O)oc2c1	-1%	0.2%	34%[activator]	5%	?	0%	0%	2	-4%	-4%	1%
CCCc1[nH]n(-c2nc3ccccc3s2)c(=O)c1C=NCC(C)C	-38%	0.4%	0%	-5%	?	0%	5%	-6	-3%	18%	?
Cc1ccc(C(C(=O)NC2CCCC2)N2CCc3ccccc32)cc1 (stereo unspecified)	-6%	-0.3%	22%	2%	6%	?	-3%	12	0%	-2%	2%
CCn1c(O)c(C2=NCCCC2)c2ccccc21	17%	0.2%	0%	2%	-28%	2%	-5%	-13	-4%	7%	?
c1ccc(NC(c2ccccc2)c2ccncc2)cc1 (stereo unspecified)	-3%	0.2%	-3%	5%	0%	-1%	13%	-23	-1%	-2%	-3%
COc1ccc(N(CC(=O)N2CCN(Cc3ccccc3)CC2)S(C)(=O)=O)cc1	-9%	0.2%	13%	-2%	-1%	1%	2%	5	-5%	-1%	-1%
COc1ccc2cc(C(=O)OC(C)C)sc(=O)c2c1OC	4%	-0.3%	2%	1%	-4%	4%	0%[46.1 µM]	-11	0%	?	?
NS(=O)(=O)c1ccc2nc(NC(=O)Nc3ccc(F)cc3)sc2c1	-6%	-0.1%	1%	-3%	?	-1%	-4%	7	5%	0%	?
CCOc1ccc2oc(C(=O)NCc3ccccc3CN3CCCC3)c(C)c2c1	-9%	0.0%	-22%	0%	-14%	3%	4%	8	-3%	1%	-4%
CCC1(CC)Nc2ccccc2C(=O)N1c1ccc(OC)cc1	-5%	-0.4%	?	-10%	?	1%	15%	-2	-1%	-1%	?
COc1cc2c(cc1Cl)/C(=C\CCN(C)C)c1ccccc1S2	-1%	-0.4%	-18%	2%	-9%	3%	-3%[46.1 µM]	0	-1%	-4%	?
COc1cc(-c2nnc(SCC(=O)OC3CCCCC3)o2)cc(OC)c1OC	1%	0.2%	-7%	-2%	-7%	4%	-3%	-13	-2%	14%	?
Cc1c(NC(=O)c2ccc(NS(=O)(=O)c3ccc(F)c(F)c3)cc2)c(=O)n(-c2ccccc2)n1C	-15%	-0.2%	2%	-1%	0%	5%	1%	·	-6%	·	-2%
CN1CCCN(S(=O)(=O)c2ccc(O)c(C(=O)O)c2)CC1	?	-0.1%	9%	-3%	6%	-1%	-12%	8	-2%	5%	4%
COc1ccc(Cl)cc1C(=O)Nn1c(C)nc2ccccc2c1=O	-6%	-0.1%	6%	0%	-4%	3%	2%	1	2%	2%	6%
CC(Oc1ccccc1)C(=O)N1CCN=C1SCc1ccccc1F (stereo unspecified)	-3%	-0.5%	-5%	-1%	5%	0%	1%	-4	0%	2%	1%
CCOc1cc(S(=O)(=O)N(CC)CC)ccc1Br	8%	-0.4%	-6%	1%	3%	1%	-23%	3	1%	0%	?
COc1ccc(C2CC2C(=O)c2ccccn2)cc1 (stereo unspecified)	12%	-0.1%	4%	-4%	?	0%	-2%	1	-6%	4%	1%
CCN(CC(=O)c1c(N)n(C)c(=O)n(C)c1=O)c1cccc2ccccc12	-4%	-1.6%	0%	4%	?	3%	1%[46.1 µM]	0	-3%	13%	-2%
Nc1c(C(=O)N2CCCC2)sc2nc(-c3ccccc3)ccc12	-39%	-0.2%	-4%	-3%	?	1%	-2%	-4	0%	4%	-1%
O=C(CN1CCCCC1CO)c1ccc(OC(F)F)cc1 (stereo unspecified)	-3%	-0.1%	?	-1%	0%	2%	-2%	0	-1%	-5%	-1%
CN(C)S(=O)(=O)c1ccc(N2CCCC2)c(C(=O)NCCc2ccc(F)cc2)c1	-10%	0.4%	1%	1%	0%	1%	0%	-9	1%	1%	1%
CN1C(=O)N(C)C2(c3ccccc3)Nn3c(s/c(=C/c4ccccc4)c3=O)=NC12c1ccccc1 (stereo unspecified)	13%	0.4%	5%	3%	8%	0%	2%	0	-3%	-1%	2%
O=C(CSc1nc2ccccc2[nH]1)Nc1cccc(S(=O)(=O)N2CCOCC2)c1	8%	0.1%	10%	-2%	?	3%	5%	-15	-2%	-3%	?
O=C(O)CSc1nnc(COc2cccc3cccnc23)n1-c1ccc(Cl)cc1	0%	0.6%	7%	3%	-4%	2%	-5%	0	0%	-5%	2%
Cc1cccc(NC(=O)C(=O)NCC2CCCN2S(=O)(=O)c2cccs2)c1C (stereo unspecified)	2%	0.2%	4%	-5%	0%	1%	-27%	-2	0%	3%	?
CCN(CC)CCN1C(=O)C(=O)/C(=C(/O)c2c(C)[nH]c(C(=O)OC)c2C)C1c1ccccc1OC (stereo unspecified)	3%	-0.3%	-1%	-14%	0%	0%	-25%	10	3%	-1%	-13%
Cc1ccc(C2N(C)c3ccccc3-c3nc4ccccc4n32)o1 (stereo unspecified)	-19%	0.2%	·	-3%	0%	2%	4%	2	-6%	?	2%
O=C(Nc1ccccc1)N(Cc1ccc(Cl)cc1)CC(O)C(F)(F)F (stereo unspecified)	7%	0.4%	13%	5%	-14%	0%	-2%	0	0%	15%	9%
Fc1ccc2nc(Nc3nc4cc5c(cc4s3)OCO5)sc2c1	-4%	-0.3%	-3%	4%	?	-1%	-4%[46.1 µM]	5	1%	9%	?
CCN(CC)C(=O)CN(c1ccc(F)c(Cl)c1)S(C)(=O)=O	-3%	0.0%	5%	-3%	10%	4%	1%	3	0%	-1%	?
CC(C)(C)C(=O)CN1C(=O)NC2(CCc3ccccc32)C1=O (stereo unspecified)	-11%	-0.4%	5%	0%	0%	-1%	-4%	8	1%	2%	2%
Cc1ccc(C(=O)OCC(=O)NCCNC(=O)COC(=O)c2ccc(C)o2)o1	8%	0.2%	3%	5%	6%	1%	1%	9	0%	-13%	-4%
CCCNC(=O)C/C(C)=N/NC(=O)C(=O)Nc1ccccn1	7%	-0.6%	3%	-4%	?	-4%	1%	-5	3%	2%	?
O=C(CN(c1ccccc1)S(=O)(=O)c1ccccc1[N+](=O)[O-])N1CCCC1	-20%	-0.4%	2%	1%	20%	4%	-7%	-2	-2%	3%	6%
O=C(O)/C=C/C(=O)N1Cc2cc3ccccc3nc2C1	?	-0.3%	1%	0%	21%	2%	-5%	-14	-8%	3%	4%
O=C1C2C(c3ccccc3)CC=CC2[C@H](c2cccc([N+](=O)[O-])c2)N1Cc1ccccc1 (stereo partly specified)	-3%	-0.1%	?	2%	0%	-1%	4%	-6	-3%	-36%[inhibitor]	13%
CN(C)CCCNC(=O)C[C@H]1C[C@H](C(=O)N2CCOCC2)[C@@]2(CCC3CCCC3)c3[nH]c4cc(CCC(=O)N(C)C)ccc4c3CCN2C1=O	4%	-0.4%	-1%	3%	19%	1%	2%[46.1 µM]	19	-1%	·	-3%
Cc1ccc(CNC(=O)C2=NNC(=O)CC2)cc1	11%	-1.7%	0%	-1%	-8%	3%	0%[46.1 µM]	-1	-1%	-2%	1%
CCOC(=O)C1CCCCN1S(=O)(=O)c1cc2c(cc1C)NC(=O)CO2 (stereo unspecified)	0%	0.1%	12%	-1%	5%	-4%	-5%	-12	-5%	1%	11%

Bioassay records deposited in PubChem BioAssay by National Center for Advancing Translational Sciences (NCATS).

Compounds as they come; 3% or so of the library scored in one or more.
